Assay outcomes: PubChem, several laboratories
KOR beta-arrestin-1 – KOR agonists, beta-arrestin recruitment, primary screen, cell-based, luminescence, uHTS (AID 1777). KOR beta-arrestin recruitment, luminescence; higher % means a stronger effect. 280,000 tested, 0.02% active. one-dose activation, % at 10 µM; EC50 in µM for titrated hits; in the data active = activation above about 50%, passing the limit was not always enough; note: a part of the inactive calls stands beside numbers as strong as those of hits
NOD1 NF-kB reporter – inhibition of NOD1-driven NF-kB reporter – cell-based, luminescence, uHTS, primary screen (AID 1578). NOD1-driven NF-kB luciferase reporter cells, luminescence; higher % means a stronger effect. 290,000 tested, 1% active. inhibition, % at 4 µM, or EC50 in µM where a hit was titrated; in the data active = inhibition mostly above about 36%, no sharp cut-off; inactive = mostly below about 34%;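 note: HEK-293T reporter cells stimulated with the NOD1 agonist gamma-tri-DAP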
KOR beta-arrestin-2 – kappa opioid receptor blockers – cell-based, luminescence, uHTS (AID 1778); 290,000 tested, 0.091% active; inhibition, % at 10 µM; hits with a dose series show IC50 in µM; KOR beta-arrestin recruitment, luminescence, antagonist mode; higher % means a stronger effect; in the data active = inhibition above about 50%; note: strong numbers were not always called active
NTR1 ag – agonists of NTR1, primary screen, imaging, U2OS cells, beta-arrestin-GFP, high content (AID 493036); P30989; NTR1-U2OS beta-arrestin-GFP spot imaging, agonist mode; activation, % at 20 µM; 330,000 tested, 0.17% active;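 active = activation at or above 40% of the spot to cytoplasm intensity ratio, with at least 20 cells analyzed; inconclusive = wells under 20 cells, flagged as cytotoxic or low count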;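 note: 0% = DMSO without peptide and 100% = 100 nM NTR1 peptide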
Target sequence (P30989 whole entry, looked up): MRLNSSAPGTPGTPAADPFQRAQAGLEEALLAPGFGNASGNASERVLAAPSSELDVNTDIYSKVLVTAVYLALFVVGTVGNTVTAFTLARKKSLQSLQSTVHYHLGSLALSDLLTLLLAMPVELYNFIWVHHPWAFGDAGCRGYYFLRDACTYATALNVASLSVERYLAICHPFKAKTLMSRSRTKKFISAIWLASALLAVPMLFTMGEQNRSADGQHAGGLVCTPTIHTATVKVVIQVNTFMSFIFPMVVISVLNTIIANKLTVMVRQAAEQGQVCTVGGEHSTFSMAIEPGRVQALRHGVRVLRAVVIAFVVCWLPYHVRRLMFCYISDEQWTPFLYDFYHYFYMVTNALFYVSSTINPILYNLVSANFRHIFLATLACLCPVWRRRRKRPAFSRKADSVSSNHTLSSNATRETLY
Rac1 GTP hydrolysis – MgcRacGAP GTPase-activating activity inhibitors, confirmation, biochemical, ADP Hunter fluorescence. MgcRacGAP-stimulated Rac1 GTP hydrolysis, ADP Hunter fluorescence; higher % means a stronger effect; GST-tagged Rac1 F28L mutant substrate. 340,000 tested, 0.6% active. one-dose inhibition, % at 30 µM; IC50 in µM for titrated hits. AID 624330;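 active = first-screen hits whose inhibition reached a set limit at any dose in the follow-up dose series; inconclusive = inhibition above the set first-screen limit but never retested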;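 note: fluorescence reports GDP produced by GAP-driven GTP hydrolysis; strong numbers were not always called active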
UTI89 phage lysis – protection from phage-mediated lysis, alamar blue read-out – E. coli UTI89, K1F phage, bacterial capsule biogenesis inhibitors (AID 488966); E. coli UTI89 K1F phage lysis, alamar blue, 2 h; higher % means a stronger effect; inhibition, % at 100 µM, or IC50 in µM where a hit was titrated; 340,000 tested, 0.02% active;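 active = phage lysis inhibition, versus mean bacterial control, above a set limit; inconclusive = no clear call, values can overlap the other calls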;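 note: capsule biogenesis inhibitors block K1F phage lysis so surviving cells raise fluorescence; higher fluorescence means more inhibition of phage lysis; actives were called in the ten point dose series up to 300 µM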
GPR55 activation – selective activators of receptor GPR55 – imaging, U2OS cells, beta-arrestin-GFP redistribution, primary screen (AID 1961) | 290,000 tested, 0.048% active | activation, % at 10 µM, or EC50 in µM where a hit was titrated | U2OS GPR55 beta-arrestin-GFP redistribution imaging; higher % means a stronger effect;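 active = activation above 40% with more than 50 cells counted in the well; inconclusive = wells holding fewer than 50 cells, flagged as toxic or sparse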;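 note: U2OS osteosarcoma cells stably expressing GPR55 and beta-arrestin-GFP; plate controls were DMSO negative control for no effect and LPI positive control for full effect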
GPR55 antagonists – inhibition of LPI-stimulated GPR55 beta-arrestin translocation – imaging, U2OS, beta-arrestin-GFP, LPI agonist, primary screen (AID 2013). U2OS GPR55 beta-arrestin-GFP translocation imaging, LPI antagonism; higher % means a stronger effect. one-dose inhibition, % at 10 µM; IC50 in µM for titrated hits. 290,000 tested, 0.13% active;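 active = spots per cell inhibited over 60%, with over 100 cells counted and total cytoplasm intensity under 500,000; inconclusive = wells with under 100 cells, flagged as likely toxic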;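 note: U2OS cells stably carrying GPR55 and arrestin-GFP stimulated by 5 µM LPI near EC80; imaged beta-arrestin-GFP aggregate spots per cell after agonist stimulation; plate controls were LPI-stimulated DMSO wells for no effect and DMSO wells without LPI for full effect; some results filed as inactive read as strong as hits; confirmed hits need IC50 under 10 µM and bright autofluorescent wells are also inconclusive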
GPR35 arrestin U2OS – GPR35 antagonists blocking zaprinast-driven arrestin recruitment, primary screen, imaging, U2OS, beta-arrestin-GFP, zaprinast agonist (AID 2058); 290,000 tested, 0.052% active; U2OS GPR35 beta-arrestin-GFP translocation imaging, zaprinast antagonism; higher % means a stronger effect; inhibition, % at 10 µM; hits with a dose series show IC50 in µM;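 active = inhibition of at least 50% with at least 30 cells and total cytoplasm GFP at most 10,000,000; inconclusive = under 30 cells or total GFP of 10,000,000 plus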
NTR1 ag cell count 20 µM – second read-out of NTR1 ag, no call of its own (marks repeat the call); cell count; measured here: cell count, cytotoxicity flag
* hit, by the source's call; ? = inconclusive; nt = no result given; & = joins results of further samples; [ ] = another dose, or the depositor's remark. These rows are one share of the data, so the mix of outcomes need not match the whole.

SMILES	KOR beta-arrestin-1	NOD1 NF-kB reporter	KOR beta-arrestin-2	NTR1 ag	NTR1 ag cell count 20 µM	Rac1 GTP hydrolysis	UTI89 phage lysis	GPR55 activation	GPR55 antagonists	GPR35 arrestin U2OS
CC(=O)c1ccc(NC(=O)C2CCCC2)cc1	-6.4%	-22%	18%[20 µM]	0.2	42	-10%	-1.0%	-0.1%	-15%	-11%
CN(C)C(=O)COc1ccc(S(=O)(=O)c2ccc(OCC(=O)N(C)C)cc2)cc1	-1.4%	-3%	-4%	0.2	78	8%	0.6%	0.0%	-1%	-4%
COc1ccc(CC(=O)OCC(=O)Nc2ccc3c(c2)OCO3)cc1	-3.1%	-47%	-16%	-0.4	62	6%	0.4%	0.1%	17%	2%
N#Cc1c(-c2ccncc2)c2c([nH]c1=S)CCCC2	-0.6%	-10%	16%	-1.0	40	12%	0.1%	0.0%	16%	2%
NC(=O)c1ccc([N+](=O)[O-])cc1SCc1ccccc1	-0.1%	5%	11%	-0.4	41	10%	-1.2%	0.0%	6%	1%
O=C(N1CCC(O)(c2cccnc2)CC1)C12CC3CC(CC(C3)C1)C2	8.3%	-11%	-18%	1.4	56	7%	3.2%	-0.2%	-10%	-6%
O=C(CCNC(=O)c1ccc(Br)o1)NCc1ccc(Cl)cc1	-0.3%	-16%	27%	0.2	55	12%	0.8%	0.3%	-2%	4%
C=CCSC1=N/C(=C\c2ccc(C(=O)O)cc2)C(=O)S1	-2.7%	-2%	-30%[20 µM]	-0.7	44	4%	-0.1%	0.6%	1%	-7%
O=C(CCN1C(=O)/C(=C/c2ccccc2Cl)SC1=S)NC1CCCC1	9.6%	5%	-132%	0.2	50	7%	0.0%	0.3%	1%	-10%
Oc1cc(OCc2ccccc2)ccc1-c1[nH]ncc1-c1ccccc1	4.3%	-13%	-10%	36	35	-2%	-0.9%[50 µM]	1.2%	5%	-13%
Cc1cccc(/C=N/NC(=O)c2ccc(NC(=O)c3ccccc3C)cc2)n1	-3.3%	-17%	4%	0.3	46	7%	-0.1%	0.3%	16%	8%
COc1ccccc1OCc1nc2ccccc2[nH]1	0.2%	-47%	21%	-3.1	88	1%	5.7%	-0.1%	2%	-6%
COC(=O)c1ccc(NC(=S)N2CCN(Cc3ccccc3)CC2)cc1	5.0%	0%	-24%	-0.8	75	0%	0.1%	-0.1%	7%	-6%
O=C(Nc1ccc(Oc2ccccc2)nc1)C1CCCCN1Cc1ccc(O)cc1 (stereo not given)	-1.6%	-6%	4%	-0.7	67	12%	0.0%	-0.2%	-6%	1%
CC(C)OCCCNC(=O)c1ccc2c(c1)ncn2C1CCCC1	2.4%	-34%	2%	-1.5	92	18%	0.6%	0.3%	0%	5%
Cn1c(NC(=O)c2ccccc2F)c(-c2cccs2)c(=O)c2ccccc21	-0.7%	10%	30%	0.2	40	-10%	-2.2%	-0.1%	1%	29%
CCOC(=O)N1CCN(C(=O)COc2cc(C)c(Cl)c(C)c2)CC1	3.8%	-27%	-4%	-0.1	46	2%	-0.4%	-0.2%	-1%	-10%
COc1ccc(CCNC(=O)c2ccccc2NS(=O)(=O)c2cc(C(=O)O)ccc2OC)cc1	0.4%	-26%	10%	-0.2	45	4%	0.7%	1.0%	7%	13%
COc1cc(/C=C2\SC(N)=NC2=O)cc(Br)c1O	-3.3%	14%	14%[20 µM]	-1.4	49	29%	0.1%	0.4%	-5%	-17%
COc1ccc(NC(=O)c2cc(S(=O)(=O)N3CCCC3)cn2C)cc1Cl	-0.3%	18%	23%[20 µM]	2.8	48	8%	8.4%	-0.1%	7%	-9%
Cc1ccc(/C=N/NC(=S)Nc2cccc(S(=O)(=O)N(C)C)c2)o1	1.8%	-2%	11%	0.1	44	12%	0.2%	-0.1%	4%	14%
CNC(=O)COC(=O)c1cc(SC)ccc1Cl	-2.2%	-28%	-16%	3.0	54	2%	1.1%	-0.3%	6%	-3%
Cc1cccc(-c2nc(CS(=O)CC(=O)N3CCCCC3)c(C)o2)c1 (stereo not given)	-3.1%	2%	7%	0.6	55	12%	1.2%	-0.1%	6%	2%
CCn1c2ccc(C)cc2c2nnc(SCCN3CCCCC3)nc21	5.4%	0%	-7%	2.9	84	14%	-0.1%	0.2%	1%	0%
COC(=O)c1nnn(-c2nc(N(C)C)nc(N(C)C)n2)c1C	0.7%	-28%	-2%	0.3	46	7%	0.4%	0.2%	2%	-6%
COc1cccc2cc(-c3nnc(SCC(=O)Nc4cc(C(F)(F)F)ccc4Cl)n3N)oc12	28%	-3%	-47%	4.1	82	4%	1.2%	0.0%	6%	8%
COc1ccc(/C=C/C(=O)Nc2ccc(-n3nncc3-c3ccccc3)cc2)cc1OC	-2.5%	-9%	2%	3.2	47	-2%	4.9%	0.6%	10%	-4%
CC1CCN(S(=O)(=O)c2ccc3c(c2)N(C)C(=O)CC(=O)N3C)CC1	-5.8%	0%	-30%[20 µM]	-3.2	64	12%	2.0%	-0.3%	2%	9%
CCC1Oc2ccc(C)cc2N(CC(=O)N(Cc2ccc3c(c2)OCO3)CC2CCCO2)C1=O (stereo not given)	16%	-24%	20%	3.1	71	5%	4.9%	0.2%	17%	0%
CCOC(=O)C1(Cc2cccc(OC)c2)CCCN(C(=O)c2cc(C)oc2C)C1 (stereo not given)	2.1%	-5%	-32%	-0.1	70	4%	0.0%	0.3%	14%	2%
Cc1cc(C(=O)N2CCCC(C(=O)c3cccc(C(F)(F)F)c3)C2)n[nH]1 (stereo not given)	-8.9%	16%	-14%	-0.5	66	-10%	0.0%	-0.2%	2%	12%
CSC1=NCCN1C(=O)Cc1ccc(Cl)cc1	-2.6%	-10%	4%	-0.6	61	4%	-0.4%	-0.2%	-9%	-9%
COCCCNC(=S)N1CCN(C)CC1	3.4%	0%	0%	-0.6	51	?	-0.2%[50 µM]	0.0%	-7%	7%
COc1ccc(-c2cc(C(F)(F)F)n3ncc(C(=O)NCc4ccco4)c3n2)cc1	-2.5%	17%	-45%	5.0	44	1%	0.2%	-0.3%	7%	10%
N#CCSc1nnc(Cc2ccc3c(c2)OCO3)o1	nt	-30%	11%	-2.8	90	7%	-0.1%	-0.1%	3%	7%
Cc1ccc(N(CC(=O)O)S(=O)(=O)c2cccc3nonc23)cc1	-0.7%	-16%	-7%	0.2	47	11%	0.1%	0.3%	21%	4%
COC(=O)C(C#N)c1nc2ccccc2nc1N1CCN(Cc2ccc3c(c2)OCO3)CC1 (stereo not given)	-4.6%	2%	8%	-0.8	64	nt	nt	-0.1%	-16%	2%
Cc1ccc(OCCOC(=O)c2c(-c3ccccc3)noc2C)cc1	-2.3%	12%	-7%	4.9	56	-1%	0.0%	-0.2%	-11%	39%
CC1(C)CC(NC(=O)c2ccc3c(c2)OCO3)CC(C)(C)N1	7.6%	0%	-14%	-1.9	34	12%	0.9%	-0.1%	6%	14%
N#CC(c1ccc(Cl)nn1)c1c(F)cccc1Cl (stereo not given)	-4.0%	-26%	8%[20 µM]	1.8	45	-4%	-2.4%	0.2%	0%	2%
O=C(CSc1nnc(Cc2cccs2)n1-c1ccc(Cl)cc1)NCc1ccc2c(c1)OCO2	2.5%	-37%	-7%	0.5	37	3%	1.1%	-0.1%	3%	-1%
N/C(=N\OC(=O)CC1CCCCC1)c1ccc([N+](=O)[O-])cc1	-1.6%	-30%	nt	-1.4	64	4%	2.5%	-0.2%	1%	-10%
Cc1nn(-c2ccc(Br)cc2)c(=O)c2ccccc12	-18%	-4%	nt	0.3	83	8%	0.0%	-0.1%	4%	-4%
CN(CCCC(=O)NCc1ccc2c(c1)OCO2)S(=O)(=O)c1ccc([N+](=O)[O-])cc1	8.6%	-26%	-8%	0.5	46	8%	-0.1%	-0.1%	4%	-8%
CC(C)C(NC(=O)c1ccc(C(C)(C)C)cc1)C(=O)NCCc1ccccn1 (stereo not given)	-1.4%	-4%	11%	-0.7	57	3%	-0.1%	-0.4%	-12%	21%
Cc1nc2c(ncn2-c2ccccc2)c(=O)n1NC(=O)CN1CCN(C)CC1	0.6%	-10%	32%	-0.5	48	5%	-0.8%	-0.1%	-9%	1%
COC(=O)CCNC(=O)Cc1c(C)n(C(=O)c2ccc(Cl)cc2)c2ccc(OC)cc12	-3.7%	2%	19%	-0.9	54	7%	-0.3%	-0.1%	-4%	14%
O=C(O)C1Cc2ccccc2CN1C(=O)c1ccccc1 (stereo not given)	-3.5%	-14%	18%	0.1	53	-2%	0.2%	0.0%	6%	-13%
Cc1cccc(-n2c(O)c(C=Nc3ccc(O)cc3)c3ccccc3c2=O)n1	2.0%	-34%	-6%	-0.6	57	?	0.8%[50 µM]	-0.2%	-1%	3%
Cc1c(C(=O)O)oc2c1C(O)CC(C)(C)C2 (stereo not given)	6.2%&-4.2%	-12%&39%	-36%&19%	-2.3&-6.2	64&88	7%&5%	1.6%&-2.2%	-0.3%&-0.1%	-2%&2%	-12%&14%
COc1cc(C(=S)N2CCC(C)CC2)ccc1O	-5.6%	21%	6%	-0.4	89	6%	0.5%	-0.1%	6%	11%
C/C(=N/OC(=O)C1CC1c1ccccc1)c1ccccc1 (stereo not given)	1.1%	-22%	-2%	-1.1	34	-8%	-0.3%	-0.4%	0%	11%
O=C(N[C@@H](Cc1ccccc1)C(=O)O)c1cccnc1	-7.6%	4%	38%	0.6	60	3%	-0.6%	0.2%	4%	6%
Cc1ccc([N+](=O)[O-])cc1NC(=O)CN1CCCCC1	6.3%	-14%	3%	4.5	50	3%	4.5%	0.6%	16%	5%
CC1(C)NC(=O)N(CC(O)Cn2nnc3ccccc32)C1=O (stereo not given)	-1.7%	-10%	12%	2.5	52	10%	0.1%	-0.4%	-8%	8%
CCCCN(Cc1ccccc1)c1ncnc2nc[nH]c12	1.8%	-41%	-11%	1.0	52	5%	-2.5%	-0.1%	-8%	8%
CCCn1c(=N)c(S(=O)(=O)c2ccc(F)cc2)cc2c(=O)n3ccccc3nc21	-4.4%	2%	21%	3.8	69	9%	0.0%	-0.2%	24%	-2%
CC1(C)CC(=NNC(=O)c2n[nH]c3c2CCC3)CC(C)(C)N1	nt	-17%	0%[20 µM]	-1.3	99	-1%	0.6%	0.3%	12%	16%
CN(Cc1ccccc1)C(=O)CN1CCN(C(c2ccccc2)c2ccccc2)CC1	-2.9%	-22%	7%	4.4	65	-1%	0.3%	0.0%	3%	-11%
